Siah-1 displacement = Siah-1 peptide-binding antagonists, primary screen, biochemical, fluorescence polarization, rhodamine-plectin, uHTS (AID 1817); actives 0.02% (n = 290,000); Siah-1 / rhodamine-plectin peptide fluorescence polarization; higher % means a stronger effect; one-dose displacement, % at 20 µM; IC50 in µM for titrated hits; E3 ubiquitin-protein ligase SIAH1 (Homo sapiens);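 active = displacement of at least 50% at 20 µM, with a fluorescence ratio check between 0.3 and a set limit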;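 also: plate controls were Siah plus tracer with DMSO for no effect and tracer alone without Siah for full effect; strong numbers were not always called active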
Salmonella PhoP GFP = inhibitors of PhoP regulon expression, primary screen, Salmonella Typhimurium, GFP reporter (AID 1863); actives 0.16% (n = 300,000); one-dose inhibition, % at 50 µM; IC50 in µM for titrated hits; S. Typhimurium PhoP-regulated promoter GFP reporter, 4 h; higher % means a stronger effect;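 active = inhibition over 29.93%, a cutoff 3 SD above the screen mean, later confirmed by dose response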;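 also: 0% = low Mg2+ inducing control and 100% = high Mg2+ repressing control; strong numbers were not always called active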
GPR55 LPI antagonism = GPR55 antagonists blocking LPI-driven arrestin recruitment, primary screen, imaging, U2OS, beta-arrestin-GFP, LPI agonist (AID 2013); G-protein coupled receptor 55 (Homo sapiens); U2OS GPR55 beta-arrestin-GFP translocation imaging, LPI antagonism; higher % means a stronger effect; inhibition, % at 10 µM; hits with a dose series show IC50 in µM; actives 0.13% (n = 290,000);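 active = spots per cell inhibited over 60%, with over 100 cells counted and total cytoplasm intensity under 500,000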;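 also: U2OS cells stably carrying GPR55 and arrestin-GFP stimulated by 5 µM LPI near EC80; imaged beta-arrestin-GFP aggregate spots per cell after agonist stimulation; plate controls were LPI-stimulated DMSO wells for no effect and DMSO wells without LPI for full effect; some results filed as inactive read as strong as hits; confirmed hits need IC50 under 10 µM and bright autofluorescent wells are also inconclusive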
LYP phosphatase = inhibitors of LYP phosphatase, biochemical, fluorescence intensity, uHTS (AID 1779). Tyrosine-protein phosphatase non-receptor type 22 (Homo sapiens). recombinant LYP phosphatase, fluorescence intensity; higher % means a stronger effect. inhibition, % at 11.5 µM; hits with a dose series show IC50 in µM. actives 0.054% (n = 290,000); in the data active = inhibition above about 50%;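 also: plate controls were vehicle with enzyme for no effect and no enzyme for full effect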
NTR1 agonist = agonists of NTR1, primary screen, imaging, U2OS cells, beta-arrestin-GFP, high content (AID 493036) | Neurotensin receptor type 1 (Homo sapiens), P30989 | NTR1-U2OS beta-arrestin-GFP spot imaging, agonist mode | activation, % at 20 µM | actives 0.17% (n = 330,000);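 active = activation at or above 40% of the spot to cytoplasm intensity ratio, with at least 20 cells analyzed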;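 also: 0% = DMSO without peptide and 100% = 100 nM NTR1 peptide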
Target sequence (P30989 whole entry, looked up): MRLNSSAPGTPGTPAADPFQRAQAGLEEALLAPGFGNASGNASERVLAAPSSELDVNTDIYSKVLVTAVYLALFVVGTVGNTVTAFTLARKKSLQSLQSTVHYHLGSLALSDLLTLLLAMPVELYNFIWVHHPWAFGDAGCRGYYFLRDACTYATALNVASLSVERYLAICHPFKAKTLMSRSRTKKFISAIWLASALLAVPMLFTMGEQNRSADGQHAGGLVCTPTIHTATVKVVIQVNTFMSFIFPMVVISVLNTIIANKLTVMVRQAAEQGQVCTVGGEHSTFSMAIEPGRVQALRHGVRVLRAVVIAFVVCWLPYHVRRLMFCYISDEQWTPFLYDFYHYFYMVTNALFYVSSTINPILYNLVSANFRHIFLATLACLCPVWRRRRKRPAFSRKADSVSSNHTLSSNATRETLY
Myeloid diff 2 = induction of myeloid progenitor differentiation, primary screen, cell-based, flow cytometry, MLPCN library. actives 1% (n = 360,000). ER-HoxA9 myeloid progenitors, lysozyme-GFP differentiation. calls only at 10 µM. AID 624256, 2012;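 active = normalized GFP-positive differentiation at or above the plate's own cutoff, the solvent-only control mean plus 3 SD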;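 also: cells exposed to compound for four days before flow analysis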
Rac1 GTP hydrolysis = MgcRacGAP GTPase-activating activity inhibitors, confirmation, biochemical, ADP Hunter fluorescence | Rac GTPase-activating protein 1 (Homo sapiens) | MgcRacGAP-stimulated Rac1 GTP hydrolysis, ADP Hunter fluorescence; higher % means a stronger effect; GST-tagged Rac1 F28L mutant substrate | one-dose inhibition, % at 30 µM; IC50 in µM for titrated hits | actives 0.6% (n = 340,000) | AID 624330, 2012;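 active = first-screen hits whose inhibition reached a set limit at any dose in the follow-up dose series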;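 also: fluorescence reports GDP produced by GAP-driven GTP hydrolysis; strong numbers were not always called active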
HIV fusion peptide = inhibitors of HIV fusion peptide binding, primary screen, biochemical, uHTS, fluorescence dequenching (AID 1986). actives 0.3% (n = 290,000). inhibition, % at 20 µM, or IC50 in µM where a hit was titrated. cell-free peptide binding, fluorescence dequenching, 30 min; higher % means a stronger effect; in the data active = inhibition mostly above about 52%, no sharp cut-off; inactive = mostly below about 76%; also: some results filed as inactive read as strong as hits
GPR35 antagonists = GPR35 antagonists blocking zaprinast-driven arrestin recruitment, primary screen, imaging, U2OS, beta-arrestin-GFP, zaprinast agonist (AID 2058); one-dose inhibition, % at 10 µM; IC50 in µM for titrated hits; U2OS GPR35 beta-arrestin-GFP translocation imaging, zaprinast antagonism; higher % means a stronger effect; actives 0.052% (n = 290,000);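 active = inhibition of at least 50% with at least 30 cells and total cytoplasm GFP at most 10,000,000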
NTR1 agonist cell count 20 µM = second read-out of NTR1 agonist, no call of its own (marks repeat the call); cell count; measured here: cell count, cytotoxicity flag
Myeloid diff 2 GFP+ MAC1+ % = second read-out of Myeloid diff 2, no call of its own (marks repeat the call); GFP+ MAC1+ double positive, %; measured here: differentiation confirmed by MAC1 staining
* marks the source's active call; other numbers are inactive results; i = inactive; · = no result given. No enrichment for hits, and some 2.4% of all compounds hit somewhere here.

Under each structure – Siah-1 displacement	Salmonella PhoP GFP	GPR55 LPI antagonism	LYP phosphatase	NTR1 agonist	NTR1 agonist cell count 20 µM	Myeloid diff 2	Myeloid diff 2 GFP+ MAC1+ %	Rac1 GTP hydrolysis	HIV fusion peptide	GPR35 antagonists
> COc1cc(/C=C/C(=O)OCC(=O)Nc2cccc(Oc3ccccc3)c2)ccc1O
 : -7%	26%	37%	-4%	25	69	i	0.4	-3%	-0.4%	14%
> CC1CCC(NS(=O)(=O)c2cccc3nsnc23)CC1 (centres undefined)
 : -1%	-2%	0%	-5%	0.6	54	i	0.7	6%	-0.9%	2%
> N#C/C(=C\c1ccc(OCC(N)=O)cc1)c1ccccc1
 : 6%	-3%	0%	4%	-0.6	54	i	1.0	1%	-0.7%	·
> COc1ccccc1N1CCN(C(=O)c2cc(-c3ccc(F)cc3)on2)CC1
 : 2%	-1%	5%	-4%	1.2	42	i	0.7	3%	2.1%	18%
> O=C(CN1C(=O)CSc2ccc(S(=O)(=O)N3CCOCC3)cc21)NCCCN1CCCCC1
 : 5%	0%	-1%	-11%	-0.2	51	i	1.0	8%	0.2%	2%
> Cc1c(N/C(=N/S(=O)(=O)c2cc([N+](=O)[O-])ccc2Cl)c2ccccc2)c(=O)n(-c2ccccc2)n1C
 : -4%	-5%	-2%	3%	-0.2	39	i	0.9	0%	-1.3%	0%
> O=C(CCC1CCCN(C(=O)c2cncs2)C1)NCc1ccc(F)c(F)c1 (centres undefined)
 : -3%	0%	1%	-9%	1.7	64	i	0.1	5%	-3.1%	2%
> CCOC(=O)C(Cc1ccc(N)cc1)N1C(=O)c2ccccc2C1=O (centres undefined)
 : 4%	-4%	-2%	-11%	1.0	61	i	0.8	-1%	0.3%	-6%
> CC(=O)NCCNC(=O)c1ccc(CSc2nc3ccccc3s2)cc1
 : 0%	-8%	0%	-1%	0.2	104	i	0.9	3%	3.3%	-8%
> O=C(CC1C(=O)NCCN1C(=S)Nc1ccccc1)Nc1ccc(F)cc1 (centres undefined)
 : -2%	-3%	-1%	-4%	5.2	67	i	1.1	5%	-1.6%	5%
> COc1ccccc1Nc1nc(NCCCCO)nc(N2CCCC2)n1
 : ·	-7%	·	·	12	85	i	1.7	12%	·	·
> Cc1ccc(C)c(NC(=O)Cc2ccc(S(=O)(=O)N3CCCCC3)s2)c1
 : -5%	24%	6%	-7%	-0.1	64	i	1.4	4%	-1.1%	1%
> COc1ccccc1C(=O)Oc1cc(N)n(S(=O)(=O)c2ccc(C)cc2)n1
 : -5%	2%	-31%	1%	1.2	69	i	0.3	9%	-1.1%	-11%
> Cc1cc(Br)ccc1N=C1NC(=O)CS1
 : 0%	-3%	-11%	-3%	0.8	62	i	0.3	10%	0.2%	21%
> O=c1c2c3c(sc2nc2n1CCC2)CCCC3
 : -4%	3%	3%	-3%	2.3	63	i	0.4	6%	-0.7%	1%
> O=C(C1=C[C@H](c2coc3ccccc3c2=O)C[C@H](OCc2ccc(CO)cc2)O1)N1CCN(Cc2ccccc2)CC1
 : -1%	-9%	14%	3%	5.3	92	i	1.1	7%	2.7%	-22%
> O=C(O)C12CC3CC(C1)CC(n1ncc(NCc4ccco4)c(Cl)c1=O)(C3)C2
 : -7%	-8%	0%	-2%	-0.6	60	i	0.3	9%	-0.4%	15%
> Cc1c(Cl)cccc1-n1c(-c2cccnc2)n[nH]c1=S
 : -5%	-5%	-16%	-4%	-0.1	91	i	0.1	11%	-1.7%	6%
> COc1cc(/C=C(\C#N)c2ccccn2)ccc1OCc1ccccc1Cl
 : 0%	-14%	-1%	14%	·	·	i	0.5	11%	0.8%	0%
> Cc1ccsc1CNC12CC3CC(CC(C3)C1)C2
 : 9%	-5%	3%	-7%	-1.2	65	i	0.8	3%	0.9%	-4%
> O=C(O)c1c(Cl)c(Cl)c(Cl)c(Cl)c1C(=O)N1CCCC1
 : 0%	-2%	7%	-8%	-1.0	88	i	0.6	4%	0.9%	2%
> O=C1CCN(S(=O)(=O)c2ccc(Br)cc2)CCN1
 : -1%	-3%	7%	-11%	-0.2	67	i	0.6	11%	-0.6%	-1%
> CSc1ncccc1C(=O)OCC(=O)NC(C)C
 : -1%	-7%	0%	-3%	-0.6	42	i	0.7	3%	-0.2%	-3%
> O=C(CCSCCc1ccncc1)NCCCN1CCOCC1
 : 2%	3%	9%	-6%	-0.8	35	i	1.0	11%	3.1%	4%
> COc1ccc(C(=O)Nc2ccc(N3CCN(C)CC3)cc2)cc1
 : -4%	1%	-9%	-8%	0.9	71	i	0.6	11%	-1.2%	-9%
> C=CCN=C(NC#N)SCC(=O)c1cccc(OC)c1
 : 4%	-5%	-7%	1%	-1.8	57	i	1.0	4%	-1.5%	10%
> CCc1nnc(NC(=O)C2CSC3(C)CCC(=O)N23)s1 (centres undefined)
 : ·	-10%	·	·	-0.8	65	i	0.8	7%	·	·
> O=C(Nc1cccc2ncccc12)c1cc(Br)ccc1Cl
 : -3%	-8%	-8%	-12%	-0.1	52	i	0.2	8%	-0.3%	-1%
> COc1ccc(NC(=O)c2cccc(S(=O)(=O)N3CCN(C)CC3)c2)c(OC)c1
 : 1%	-3%	-6%	0%	-1.5	58	i	0.2	8%	-0.7%	-4%
> COc1ccc(C)cc1NC(=O)C(Sc1nnc(-c2cccs2)o1)c1ccccc1 (centres undefined)
 : -9%	23%	12%	-9%	-0.5	48	i	0.2	9%	3.7%	2%
> O=C(O)c1ccc(N/N=C/c2cccc(C(F)(F)F)c2)cc1
 : -1%	-6%	12%	4%	-0.7	96	i	1.0	7%	17%	10%
> CS(=O)(=O)N(CC(=O)Nc1cccc([N+](=O)[O-])c1)c1ccccc1
 : 5%	-9%	7%	-8%	-0.7	43	i	0.1	3%	-1.3%	-18%
> Cc1ccc(O)c(NC(=O)c2cc3nc4c(c(C(F)(F)F)n3n2)CCc2ccccc2-4)c1
 : 8%	-5%	24%	-6%	7.1	54	i	5.6	9%	-0.7%	-4%
> CCOCCCNC(=O)C(c1ccc(C)cc1)N(Cc1cccs1)C(=O)c1ccccn1 (centres undefined)
 : 6%	-5%	10%	-6%	1.1	55	i	0.6	-2%	0.8%	0%
> O=C(Nc1c(F)cc(F)cc1Br)c1cc2nc(C(F)F)cc(C(F)F)n2n1
 : -1%	-12%	8%	3%	-0.8	58	i	1.0	6%	0.5%	-5%
> CCOC(=O)c1cnc(SCC(=O)OCC(=O)N(CC)C2CCS(=O)(=O)C2)nc1N (centres undefined)
 : ·	9%	·	·	-0.3	48	i	1.3	10%	·	·
> COc1cc(C)c(NC(=O)C(=S)NCc2ccccc2)cc1C
 : 1%	1%	5%	9%	9.1	42	i	0.3	11%	-0.6%	-13%
> O=C(NCc1ccccn1)c1ccc(N2CCCC2=O)cc1
 : 0%	-7%	-7%	-8%	0.7	58	i	1.9	7%	-1.2%	-16%
> N=c1sccn1CC(=O)NC(c1ccccc1)c1ccccc1
 : 10%	-4%	10%	-9%	-0.3	60	i	1.6	-5%	-0.1%	-16%
> COc1ccccc1NC(=O)CN1CCN(c2ccccc2OC)CC1
 : 5%	2%	15%	-8%	-0.4	93	i	0.2	-10%	-0.4%	0%
> N/C(=N\OC(=O)Cc1ccc([N+](=O)[O-])cc1)c1cccc(Br)c1
 : -6%	1%	9%	-3%	1.7	49	i	0.2	8%	1.4%	8%
> COc1ccccc1CNC(=S)NCc1ccc(Cl)cc1
 : 0%	1%	-8%	1%	1.8	63	i	1.7	2%	1.2%	-5%
> COc1ccc(N(C(=O)Cc2cccs2)C2C=CS(=O)(=O)C2)cc1 (centres undefined)
 : -3%	2%	5%	-2%	4.1	54	i	0.4	3%	1.2%	-5%
> COc1ccc(C(=O)NC(=S)Nc2ccc(NC(=O)c3ccco3)cc2)cc1[N+](=O)[O-]
 : 23%	-10%	6%	0%	2.2	62	i	0.1	10%	-1.0%	14%
> O=C(CSc1cccc[n+]1[O-])NCCCc1ccccc1
 : 3%	-8%	-2%	-3%	-0.4	120	i	0.3	2%	0.8%	7%
> CCCCc1ncc(CN2CCN(Cc3ccc(C)cc3)C(CCO)C2)[nH]1 (centres undefined)
 : -1%	-4%	-1%	-11%	1.7	55	i	0.2	9%	-0.3%	-16%
> O=C(Nc1ccc2c(c1)OCO2)c1cnn2c1NC(c1ccco1)CC2C(F)(F)F (centres undefined)
 : -8%	9%	-4%	-10%	-2.4	51	i	0.5	8%	1.7%	-4%
> COc1ccc(-n2cnnc2SCC(=O)Nc2nc(C)c(Cl)cc2Cl)cc1
 : 3%	2%	2%	-4%	0.5	26	i	0.7	8%	1.2%	4%
> COC(=O)C(Cc1cncn1COCc1ccccc1)NC(=O)OC(C)(C)C (centres undefined)
 : 0%	-5%	11%	-5%	1.0	61	i	0.5	4%	-0.2%	11%
> COc1ccc(C)cc1NC(=O)C1CCCN(S(=O)(=O)c2ccc(-n3cnnn3)cc2)C1 (centres undefined)
 : 4%	-3%	5%	2%	-1.1	45	i	0.3	5%	0.8%	-14%
> COc1ccc(CN2CCNC(=O)C2CC(=O)N(C)CC2CCOCC2)c(F)c1 (centres undefined)
 : -4%	-1%	36%	-9%	-0.4	45	i	1.5	5%	0.5%	8%
> COc1ccccc1NC(=O)NC1(C(=O)N2CCC(C)CC2)CCCCC1
 : -3%	-3%	6%	-4%	-0.4	58	i	2.0	3%	1.7%	19%
> O=C(N/N=C/C=C/c1ccccc1)c1cnccn1
 : 4%	-5%	-1%	1%	7.6	105	i	1.3	-1%	0.8%	24%
> Cc1ccccc1Cn1nc(C)c(NC(=O)C2c3ccccc3Oc3ccccc32)c1C
 : 8%	12%	5%	-7%	3.9	68	i	0.7	11%	-0.2%	-18%
> Fc1ccccc1NC(=S)NCc1ccc(Cl)cc1
 : -2%	1%	-8%	-7%	0.9	60	i	0.8	-3%	-0.1%	5%
